Compound activity from PubChem BioAssay.
AT treatment = potential ataxia-telangiectasia treatments restoring KAP-1 phosphorylation. […] A-T fibroblasts, KAP-1 phosphorylation AlphaLISA; neocarzinostatin DNA damage 30 min before lysis. Potency, µM (series often up to 57.5 µM), for inactives: at the highest dose activation, most hits filed as activators. hit rate 0.19% among 320,000; note: potency is the fitted concentration of half-maximal effect; % of control where 0% means no effect; nearly all actives have a fitted effect of over 45% in size
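hTERT-immortalized A-T patient fibroblasts ([…]), 500 cells/well in OPTI-MEM, 1% FBS, got compounds for 60 min, then NCS for 30 min at 37C. Lysates were then assayed for phospho-KAP-1 by AlphaLISA (anti-pKAP1 donor, anti-KAP1 acceptor beads), 6 hr at 25C.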
Integrin act MD = integrin-mediated muscular dystrophy alleviation activation; alpha7betagal myoblasts, beta-gal FDG fluorescence, 48 h; Potency, µM (doses to about 38.3 µM), for the others: top-dose activation, hits mostly activators; hit rate 0.064% among 350,000;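 note: potency is the fitted concentration of half-maximal effect; 100% = response of the positive control SU9516; nearly all actives have a fitted effect of over 60% in size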
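alpha7betagal+/- myoblasts (passage 13, 250/well) treated 48 h at 37C with compounds at 1:260 dilution of DMSO stock. Lysed, then beta-galactosidase activity read as FDG fluorescence (ex 480/em 540) after 30 min, with pre-read for autofluorescence.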
TCR activator = T cell receptor activation | primary human leukocytes, anti-CD3, IL-2 HTRF, 48 h | Potency, µM (titrated, usually from 9.22 µM), for inactives: at the highest dose activation of IL-2 secretion, most hits filed as activators | 330,000 tested, under 10 active | AID 504894; note: % of control where 0% means no effect
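TCR engagement came from a-CD3 beads alone, with compounds added to primary human leukocytes for 48 hr. Secreted IL-2 bridged europium cryptate- and d2-labelled anti-IL-2 antibodies, giving FRET emission at 665nm after 320nm excitation.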
Mito fusion yeast = mitochondrial division inhibition or fusion activation; S. cerevisiae fusion-defective mutant growth rescue, CellTiterGlo 48 h; Potency, µM (series often up to 46.1 µM), inactives show at the highest dose growth rescue (activation), actives largely listed as activators; hit rate 0.23% among 320,000;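 note: potency is the fitted concentration of half-maximal effect; % of control where 0% means no effect; nearly all actives have a fitted effect of over 45% in size; temperature-sensitive fusion mutants such as fzo1-1 at 37 °C on non-fermentable ethanol glycerol medium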
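S. cerevisiae fusion-defective temperature-sensitive mutants (e.g. fzo1-1, mgm1-5) grown 48 h at 37C in YPEG (ethanol/glycerol non-fermentable) medium with 23 nl compound per well; growth rescue read as CellTiterGlo luminescence.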
BCR signal inh = blocks chronic active B-cell receptor signaling; ABC-DLBCL IkBa-CBG/CBR reporter, luminescence ratio, 4 h; Potency, µM (highest dose often 46.1 µM), for inactives: top-dose ratio change, negative = lower green/red ratio, actives largely listed as inhibitors; hit rate 0.05% among 340,000; AID 493014; active = well fitted inhibition curve with a large enough effect in the signal ratio, with a control signal flat, not every such curve was filed as active; inconclusive = small, poorly fitted or top-dose-only effect, or effect the other way, or a change in a side signal; the % refers to the signal ratio;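 note: potency is the fitted concentration of half-maximal effect; plate controls were basal doxycycline-induced cells for no effect and cells given 10 µM MG132 for full effect; MG132 reads +100%, hits lower the ratio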
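TMD8 human ABC-DLBCL cells with doxycycline-inducible IκBα–green luciferase fusion and unfused red luciferase, in 0.5% FBS medium; compounds up to 46 uM, 4 h at 37C. Green/red luminescence ratio, filter-overlap corrected, fitted to concentration-response curves.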
PTAP TSG101 blk = blocks PTAP/TSG101 interaction to inhibit HIV-1 budding; 340,000 tested, under 10 active; Fluorescence polarization, FITC-PTAP peptide / Tsg101 binding; Potency, µM (doses to about 115 µM), for inactives: at the highest dose activity change, negative = inhibition, actives largely listed as inhibitors; active = well fitted inhibition curve with a large enough effect in the main read-out, with a control signal flat, not every such curve was filed as active; inconclusive = small, poorly fitted or top-dose-only effect, or effect the other way, or a change in a side signal; inactive = no such curve, though single readings can be large or run the other way; note: potency is the fitted concentration of half-maximal effect; % of control where 0% means no effect
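FP read-out: FITC-PTAP peptide, 50 nM final, binding Tsg101 binding domain, 10 uM final; 20 min, r.t.; 10 mM HEPES pH 7.5, 0.15 M NaCl, 0.01% Tween 20, 3 mM EDTA, 0.1 mM TCEP.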
TSHR antagonist = antagonists of human thyroid stimulating hormone receptor; P16473; TSHR-expressing cells, TSH-stimulated cAMP HTRF, 2 h; hits give low values; AID 504810; hit rate 0.2% among 330,000; activity change, negative = inhibition, % at 11.5 µM;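 active = activity change below a set negative limit, meaning inhibition stronger than a set level, cut at about -70% in these data; inconclusive = activity change between two set negative limits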; note: % is set by controls: 0 for no effect and ±100 for the full control effect
Target sequence (P16473 whole entry, looked up): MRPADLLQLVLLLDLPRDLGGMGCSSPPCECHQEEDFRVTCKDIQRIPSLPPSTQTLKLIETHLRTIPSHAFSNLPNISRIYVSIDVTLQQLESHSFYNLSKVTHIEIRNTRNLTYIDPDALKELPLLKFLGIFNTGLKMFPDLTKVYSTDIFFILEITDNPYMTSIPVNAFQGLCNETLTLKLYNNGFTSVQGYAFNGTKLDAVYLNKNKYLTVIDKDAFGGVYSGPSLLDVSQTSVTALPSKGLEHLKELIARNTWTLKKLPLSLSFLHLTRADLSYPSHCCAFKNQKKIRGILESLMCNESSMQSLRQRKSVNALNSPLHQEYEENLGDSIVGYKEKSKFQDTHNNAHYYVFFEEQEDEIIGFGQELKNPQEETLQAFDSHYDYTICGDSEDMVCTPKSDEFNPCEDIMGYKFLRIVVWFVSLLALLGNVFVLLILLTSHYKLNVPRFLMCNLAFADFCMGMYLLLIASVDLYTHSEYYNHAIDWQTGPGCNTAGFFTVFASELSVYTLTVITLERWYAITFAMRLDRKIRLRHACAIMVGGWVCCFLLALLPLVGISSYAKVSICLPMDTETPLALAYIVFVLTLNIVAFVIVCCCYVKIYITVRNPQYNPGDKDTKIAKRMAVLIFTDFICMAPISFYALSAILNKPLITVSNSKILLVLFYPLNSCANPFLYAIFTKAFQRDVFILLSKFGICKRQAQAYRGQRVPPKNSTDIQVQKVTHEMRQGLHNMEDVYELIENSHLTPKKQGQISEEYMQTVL
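Freshly harvested TSHR cells receive pin-tooled compound, then EC80 TSH at 4nM final. After 2 hours at 37 deg C, antibody in lysis buffer and cAMP-d2 are added; 30 minutes at ambient temperature precede the HTRF read.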
ASM inhibitor = inhibitors of human secretory acid sphingomyelinase; hit rate 0.006% among 340,000; P17405; Potency, µM (highest dose often 57.5 µM), for inactives: at the top dose activity change, negative = inhibition, actives largely listed as inhibitors; placental ASM, HMU-PC fluorogenic substrate, 60 min; note: potency is the fitted concentration of half-maximal effect
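qHTS format. ASM enzyme prepared from human placenta hydrolyses the fluorogenic substrate HMU-PC0 (9 uM final) over 60 min at 37 °C after a 10 min compound preincubation.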
ELG1 repair inh = inhibitors of ELG1-dependent DNA repair in HEK293T cells. HEK293T ELG1-luciferase reporter, luminescence, 16 h; DNA damage induced by 5-fluorouridine. Potency, µM (titrated, usually from 46.1 µM), for the others: top-dose activity change, negative = inhibition, usual class: inhibitors. hit rate 2.3% among 330,000. AID 504467; note: potency is the fitted concentration of half-maximal effect; % is set by controls: 0 for no effect and ±100 for the full control effect; nearly all actives have a fitted effect of over 55% in size
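Luminescence from the luciferase reporter, measured 30 min after ONE-Glo reagent at room temperature, was the read-out. Beforehand, 2,000 cells per well were exposed for 16 hr at 37 °C to 5-fluorouridine together with compound or vehicle.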
Tb PFK block = inhibitors of T. brucei phosphofructokinase | AID 485367 | T. brucei PFK, ADP-Glo luminescence | hit rate 0.17% among 330,000 | O15648 | Potency, µM (doses to about 57.5 µM), inactives show at the highest dose activity, negative = inhibition, usual class: inhibitors;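 note: potency is the fitted concentration of half-maximal effect; 0% = uninhibited 1x PFK enzyme wells and -100% = no-enzyme wells; nearly all actives have a fitted effect of over 60% in size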
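1.25 nM PFK with 0.5 mM F6P and 0.1 mM ATP in 0.1 M TEA pH 8.0, 5 mM MgCl2, incubated 45 min at room temperature; ADP measured by ADP-Glo luminescence; compounds titrated up to 57 uM.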
Eya2 phos inh = blocks the phosphatase activity of human Eya2 | recombinant Eya2, OMFP fluorescence dephosphorylation (OMFP is methylfluorescein phosphate) | O00167 | Potency, µM (titrated, usually from 76.9 µM), without a hit: top-dose activity, negative = inhibition, usual class: inhibitors | hit rate 0.006% among 330,000 | AID 488837; note: potency is the fitted concentration of half-maximal effect; % is set by controls: 0 for no effect and ±100 for the full control effect
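Eya2 protein (added as 0.2 uM solution) was preincubated with compound for 10 min at ambient temperature in 50 mM HEPES pH 7.5, 50 mM NaCl, 5 uM MgCl2, 0.05% BSA, 1 mM DTT. OMFP (added at 50 uM) then reacted 10 min; fluorescence read at 485/525 nm.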
* marks the source's active call; other numbers are inactive results; ? = inconclusive; / = not tested or not shown; & = joins results of further samples; [ ] = another dose, or the depositor's remark. Unless noted, calls come from the whole dose curve; as a rule, active = well fitted curve in the direction sought with a large enough effect; inconclusive = small, poorly fitted or top-dose-only effect, or another doubt; inactive = no such curve, though single readings can be large; an effect the other way counts as inactive or inconclusive.

SMILES	AT treatment	Integrin act MD	TCR activator	Mito fusion yeast	BCR signal inh	PTAP TSG101 blk	TSHR antagonist	ASM inhibitor	ELG1 repair inh	Tb PFK block	Eya2 phos inh
O=C(CCSc1ccc(F)cc1)Nc1ccc(-n2cnnn2)cc1	1%	6%	-13%	-3%	4%	1%	-2	1%	18µM*	0%	-7%
Cc1ccc(C(=O)CSC2=NC(N)=C(C#N)C3(CCCCC3)C2C(N)=O)cc1 (configuration not stated)	-4%	-33%	-3%	3%	0%	-2%	-15	-16%	?	-14%	4%
CCN1CCN(Cc2ccc(NC(=O)c3cc(NC(=O)C(=O)c4c[nH]c5ccccc45)cc(OC)c3)cc2C(F)(F)F)CC1	-26%	-59%&-42%[inhibitor]	-13%	-27%	?	-6%	-2	?	27%	1%	0%
c1ccc2c(c1)Cn1nnnc1-2	-7%	3%[7.66 µM]	/	-4%	0%	-2%	-1	2%	0%	-4%	9%
Cc1ccc(NC(=S)N(CCCN2CCC(C)CC2)Cc2ccco2)cc1	1%	-9%	/	4%	-2%	-3%	1	7%	13%	-2%	-13%
COc1ccc(/C=N/NC(=O)c2ccc(NC(=O)c3cccc([N+](=O)[O-])c3)cc2)c(C(=O)O)c1OC	-2%	-59%[inhibitor]	15%	-2%	?	-3%	13	-16%	5%	?	-9%
O=C(CSc1nnc(COc2ccccc2Cl)o1)NC(=O)NCc1ccco1	4%	-13%	4%	-2%	0%	-3%	-12	-6%	-3%	?	-12%
CCCCC(O)(c1ccc(CC)cc1)C(CN1CCOCC1)c1ccccc1 (configuration not stated)	?	-48%[inhibitor]	2%	27%	2%	-3%	1	2%	?	-4%	-34%
CCCNC(=O)N1CCCC(C(=O)c2cccc(Cl)c2)C1 (configuration not stated)	4%[11.5 µM]	-1%	4%	-10%	10%	-1%	-5	0%	6%	10%	3%
O/N=C/c1cc(Br)ccc1OCc1cccc(F)c1	10%	-18%	-3%	14%	0%	-3%	-1	-10%	20%	-2%	1%
O=S(=O)(c1ccccc1)N1CCN(Cc2ccccc2)CC1	7%	-24%	1%	2%	0%	0%	1	0%	-4%	-2%	-10%
COc1ccc(C2C(C#N)=C(N)N(c3ncn[nH]3)C3=C2C(=O)CCC3)cc1 (configuration not stated)	-6%	3%	-4%	21%	?	-1%	8	2%	-9%	-6%	-3%
Cc1cccc(C)c1NC(=O)CNC(=O)C(C)N1CCN(c2cccc(Cl)c2)CC1 (configuration not stated)	9%	-14%	-2%	-5%	?	-4%	-2	-4%	?	3%	0%
Cc1ccccc1NCc1nc2ccccc2n1C	4%	?	5%	-6%	-6%	-8%	1	-2%	?	-3%	3%
CCOC(=O)c1ccc(N2C(=O)CC(Sc3ncccn3)C2=O)cc1 (configuration not stated)	0%	11%	-7%	-21%	3%	-10%	-8	2%	-8%	4%	-5%
CCOc1cc(C(C#N)N2CCOCC2)ccc1OC (configuration not stated)	6%	10%	-6%	-1%	-7%	-1%	-12	5%	4%	-1%	-2%
CC(=O)Nc1ccc(S(=O)(=O)N2CCOCC2)cc1	0%	-7%[7.66 µM]	0%[46.1 µM]	5%	0%	-3%	-2	-1%	6%	-1%	-1%
C[C@@H]1NC(=O)[C@@]2(C)[C@@H](c3ccccc3)[C@H]3COc4ccc(Cl)cc4[C@@H]3N2C1=O	9%	-2%	0%	-8%	-3%	/	8	4%	3%	7%	21%
Cc1cc(C)nc(/N=C(\N)N2CCc3ccccc32)n1	0%	6%	2%	-2%	-14%	-2%	2	-1%	1%	2%	-7%
O=S(=O)(Nc1ccc(Cl)cc1)c1ccc2c(c1)CCO2	3%	5%	-12%	17%	6%	-2%	12	-1%	-2%	-1%	1%
O=C(COc1ccc([N+](=O)[O-])cc1Cl)N1CCOCC1	-5%	-1%	-8%	-3%	-4%	-2%	-4	3%	5%	-1%	3%
Cc1ccc(C(=O)NCCn2cc(SCC(=O)N3CCOCC3)c3ccccc32)cc1	7%	8%	-9%	-1%	-9%	0%	0	-2%	?	-1%	2%
COc1ccc(N2CC(C(=O)OCC(=O)Nc3cc(C)on3)CC2=O)cc1 (configuration not stated)	-1%	-6%	-1%	-3%	0%	0%	-3	3%	-2%	0%	-3%
COc1ccc(C(C)=O)cc1CSc1nc2ccccc2o1	6%	-14%	0%	27%	-3%	-3%	-15	-14%	9%	?	-8%

Two records picked at random from the list so far, as already listed:
SMILES	AT treatment	Integrin act MD	TCR activator	Mito fusion yeast	BCR signal inh	PTAP TSG101 blk	TSHR antagonist	ASM inhibitor	ELG1 repair inh	Tb PFK block	Eya2 phos inh
C[C@@H]1NC(=O)[C@@]2(C)[C@@H](c3ccccc3)[C@H]3COc4ccc(Cl)cc4[C@@H]3N2C1=O	9%	-2%	0%	-8%	-3%	/	8	4%	3%	7%	21%
Cc1ccccc1NCc1nc2ccccc2n1C	4%	?	5%	-6%	-6%	-8%	1	-2%	?	-3%	3%

Sorted by heavy-atom count (ascending): some entries from above.
SMILES	AT treatment	Integrin act MD	TCR activator	Mito fusion yeast	BCR signal inh	PTAP TSG101 blk	TSHR antagonist	ASM inhibitor	ELG1 repair inh	Tb PFK block	Eya2 phos inh
COc1ccc(N2CC(C(=O)OCC(=O)Nc3cc(C)on3)CC2=O)cc1 (configuration not stated)	-1%	-6%	-1%	-3%	0%	0%	-3	3%	-2%	0%	-3%
CCCCC(O)(c1ccc(CC)cc1)C(CN1CCOCC1)c1ccccc1 (configuration not stated)	?	-48%[inhibitor]	2%	27%	2%	-3%	1	2%	?	-4%	-34%
CCN1CCN(Cc2ccc(NC(=O)c3cc(NC(=O)C(=O)c4c[nH]c5ccccc45)cc(OC)c3)cc2C(F)(F)F)CC1	-26%	-59%&-42%[inhibitor]	-13%	-27%	?	-6%	-2	?	27%	1%	0%

Next results follow.
SMILES	AT treatment	Integrin act MD	TCR activator	Mito fusion yeast	BCR signal inh	PTAP TSG101 blk	TSHR antagonist	ASM inhibitor	ELG1 repair inh	Tb PFK block	Eya2 phos inh
CSc1ccccc1NC(=O)Nc1cccc(Cl)c1	11%	21%	0%	-1%	?	-6%	4	-5%	-29%	-15%	6%
COc1ccc(N(CC(=O)NC2CC2)S(=O)(=O)c2ccccc2)cc1	4%	-70%[inhibitor]	1%	6%	2%	-3%	-1	6%	-4%	-1%	1%
O=C(Nc1ccc(-n2cccc2)cc1)C1CC1	-1%	9%	-7%	5%	?	-4%	2	6%	28%	-1%	2%
Cc1ccc(Nc2nc(Oc3ccc(OCc4ccccc4)nn3)nc(N3CCOCC3)n2)cc1	12%	-6%	-1%	-6%	-3%	-4%	-4	-11%	?	-3%	8%
CC(C)(C)NC(=O)NC(=O)COC(=O)CNS(=O)(=O)/C=C/c1ccccc1	-2%	-13%	4%	-3%	-11%	-6%	-8	-2%	12%	-7%	3%
C[C@H](NC(=O)c1ccccc1Cl)C(=O)OCCOc1ccc(Cl)cc1	12%	0%	-4%	1%	0%	4%	0	-3%	7%	-2%	1%
COc1cc(NC(=O)C2CC(=O)NC3=C2C(=O)CCC3)c(OC)cc1Cl (configuration not stated)	2%	6%	6%	-1%	?	0%	5	1%	19%	-1%	-5%
NS(=O)(=O)c1ccc(CCNC(=O)c2ccc(Cl)s2)cc1	5%	36%	-5%	-1%	1%	-2%	4	0%	-2%	3%	-14%
COc1c2c(cc3c1C(CC(O)Cc1ccccc1)N(C)CC3)OCO2 (configuration not stated)	-7%	22%	3%	-17%	?	-3%	-3	56%[activator]	0%	2%	-2%
O=C(CSc1cccc[n+]1[O-])Nc1cc(Cl)ccc1[N+](=O)[O-]	-2%	-23%	-1%	/	5%	-2%	6	-3%	14%	-6%	-9%
Cc1ccccc1NCc1ccc([N+](=O)[O-])s1	2%	-24%	/	7%	-1%	-10%	10	-2%	-3%	-20%	-2%
